Compound activity: PubChem BioAssay, The Scripps Research Institute Molecular Screening Center
MITF primary: MITF inhibitors, primary screen, biochemical, AlphaScreen, human; Microphthalmia-associated transcription factor (Homo sapiens), O75030; AlphaScreen MITF homodimerization, bead proximity signal; 0.91% of 650,000 active; inhibition, % at 2.6 µM; in the data active = inhibition above about 50%;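 note: 0% = vehicle wells with protein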
Target sequence (O75030 whole entry, looked up): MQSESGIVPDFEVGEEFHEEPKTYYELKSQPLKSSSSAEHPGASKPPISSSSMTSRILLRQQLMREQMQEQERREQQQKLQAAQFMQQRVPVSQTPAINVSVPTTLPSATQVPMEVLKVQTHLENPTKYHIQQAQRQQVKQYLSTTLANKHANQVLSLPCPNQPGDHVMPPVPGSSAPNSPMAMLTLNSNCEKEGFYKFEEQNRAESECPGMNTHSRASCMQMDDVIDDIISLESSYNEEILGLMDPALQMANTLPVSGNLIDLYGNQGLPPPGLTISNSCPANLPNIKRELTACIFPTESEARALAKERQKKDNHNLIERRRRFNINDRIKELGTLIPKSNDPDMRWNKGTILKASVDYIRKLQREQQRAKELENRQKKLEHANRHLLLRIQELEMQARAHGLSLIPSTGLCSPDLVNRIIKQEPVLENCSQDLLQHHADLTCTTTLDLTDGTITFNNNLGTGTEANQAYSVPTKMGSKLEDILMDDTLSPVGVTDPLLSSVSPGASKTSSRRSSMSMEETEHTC
GPR151 activ: activators of human GPR151, primary screen, cell-based, PathHunter beta-arrestin, luminescence. PathHunter beta-arrestin GPR151 cells. 1% of 650,000 active. activation, % at 11.2 µM. G-protein coupled receptor 151 (Homo sapiens), Q8TDV0. AID 1508602, 2020; in the data active = activation above about 4.9%;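 note: 0% = median of compound wells and 100% = cells with positive control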
Target sequence (Q8TDV0 whole entry, looked up): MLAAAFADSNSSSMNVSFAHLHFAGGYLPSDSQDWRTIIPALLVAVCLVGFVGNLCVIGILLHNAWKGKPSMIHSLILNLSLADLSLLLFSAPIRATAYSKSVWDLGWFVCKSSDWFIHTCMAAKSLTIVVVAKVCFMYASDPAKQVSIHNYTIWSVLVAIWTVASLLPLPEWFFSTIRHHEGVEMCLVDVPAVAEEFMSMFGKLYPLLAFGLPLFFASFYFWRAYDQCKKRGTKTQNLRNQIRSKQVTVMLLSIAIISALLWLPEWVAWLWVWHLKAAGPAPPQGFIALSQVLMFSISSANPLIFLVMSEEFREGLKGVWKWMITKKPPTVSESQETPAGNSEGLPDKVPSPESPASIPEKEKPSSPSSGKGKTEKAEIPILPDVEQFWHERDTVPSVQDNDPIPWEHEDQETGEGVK
FBW7 act: FBW7 E3 ligase activators, primary screen, biochemical, AlphaScreen, human; F-box/WD repeat-containing protein 7 (Homo sapiens), Q969H0; normalized activity (activation), % at 26.1 µM; 0.13% of 650,000 active; AlphaScreen FBW7–phospho-cyclin E peptide binding, activator screen; in the data active = normalized activity above about 1.9%;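 note: purified mutant Fbw7 with reduced substrate affinity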
TEAD-YAP block: TEAD-YAP interaction inhibition, primary screen, TEAD-YAP interaction inhibitor project, luminescence, HEK-TIYL cells | 1.4% of 640,000 active | TEAD-Gal4/YAP UAS-luciferase luminescence | AID 1259422, 2018 | inhibition, % at 9.12 µM; in the data active = inhibition above about 32%;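 note: 0% = median of test compound wells and 100% = reference inhibitor wells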
* hit, by the source's call.

structure	FBW7 act	MITF primary	TEAD-YAP block	GPR151 activ
CC(NC(=O)c1cc(S(=O)(=O)N2CCCC2)cn1C)c1ccccc1 (configuration not stated)	-0.2	0	-6	0.0
O=c1c2ccccc2nc(/C=C/c2cn(Cc3ccccc3)c3ccccc23)n1Cc1ccccc1	0.0	-2	-11	1.2
CC1(C)CC(=O)c2cc3c(N)c(C(=O)Nc4ccccc4)sc3nc2C1	-0.2	0	-24	1.3
CCCCCCCC1C(=O)CC(c2ccccc2)NC1c1ccccc1 (configuration not stated)	0.0	12	2	0.0
O=C(NCc1nnc2n1CCN(C(=O)c1cccc(-c3ccco3)c1)CC2)C1CC1	-0.1	-1	1	-0.2
O=C(NC1CCS(=O)(=O)C1)c1ccc(S(=O)(=O)N2CCOCC2)cc1 (configuration not stated)	0.0	16	7	1.5
Cc1ccnc(N2C(=O)CSC2c2ccccc2C(F)(F)F)c1 (configuration not stated)	0.0	2	5	0.2
Oc1ccccc1C(=S)N1CCCCC1	0.0	-3	-1	0.3
COC(=O)CSc1nc(Cc2ccccc2)nc2ccccc12	-0.1	-4	1	1.9
Oc1ccc(-c2nccnc2NCc2ccccn2)cc1	0.0	9	1	2.0
Cn1cc(C(=O)Nc2ccc(F)cc2F)c2ccccc2c1=O	0.1	9	-5	0.0
COc1ccccc1-c1cnc2c(N3CCN(CCO)CC3)nccn12	0.1	11	0	-0.5
Cc1c(C=C2C(=O)NC(=O)NC2=O)c2ccccc2n1Cc1ccc(F)cc1	-0.9	-7	3	0.5
CCCCCCSc1nnc2c(n1)OC(/C=C/c1ccco1)Nc1ccccc1-2 (configuration not stated)	-0.1	-9	10	-2.1
CCOc1ccc(N2C(=O)CC(Sc3ccccn3)C2=O)cc1 (configuration not stated)	-0.1	2	6	-0.3

Next compounds
structure	FBW7 act	MITF primary	TEAD-YAP block	GPR151 activ
CCc1ccc(N(CC(=O)NCC2CCCO2)S(=O)(=O)c2ccccc2)cc1 (configuration not stated)	0.0	6	-1	0.4
CCOc1cc(/C=C(\C#N)c2nn(-c3ccccc3)c(NC(C)=O)c2C#N)ccc1OC	-0.1	0	-1	-0.4
CCn1c(/C(C#N)=C/c2ccc(F)cc2)nc2ccccc21	-0.2	-11	3	0.8
COc1ccc(-n2cnc3cc(C(=O)NCCC4=CCCCC4)ccc32)cc1	0.0	-3	1	-0.5
O=C(c1ccccc1)c1ccc(NC2CCS(=O)(=O)C2)c([N+](=O)[O-])c1 (configuration not stated)	-0.1	4	16	3.9
Cn1c(=O)[nH]c2ncn(C)c2c1=O	0.1	-6	-11	3.6
CC(Oc1ccccc1)C(=O)N1CCC(Cc2ccccc2)CC1 (configuration not stated)	0.4	4	3	-1.2
COC(=O)c1cc2occc2n1CC(=O)Nc1cc(C)cc(C)c1	-0.1	9	6	0.2
COc1ccc(C2C(=O)N(C3CCCCCC3)CC(=O)N2Cc2ccccc2OC)cc1 (configuration not stated)	-0.3	3	-16	-1.0
CCOc1cc(/C=C2/C(=N)N3N=C(CC)SC3=NC2=O)cc(Cl)c1OCCOc1ccc(C)cc1	0.4	-12	-23	0.3
Cc1ccc(Nc2nc(COC(=O)C3CC3)cs2)cc1	0.1	10	-58	-1.2
CC(C)CN(CC(C)C)S(=O)(=O)c1ccc2c(c1)CCN2C(=O)C1CC1	0.3	-4	5	-0.1
COc1cc([N+](=O)[O-])c(C(=O)N2CCOCC2)c([N+](=O)[O-])c1	0.3	3	11	-0.2
CC(NC(=O)COc1ccccc1O)C1CC2CCC1C2 (configuration not stated)	0.0	-4	11	0.2
COc1ccc(OC)c(C2SCCN2S(=O)(=O)c2cccc(C)c2)c1 (configuration not stated)	0.5	9	23	-0.2

Later entries.
structure	FBW7 act	MITF primary	TEAD-YAP block	GPR151 activ
Cc1ccc(S(=O)(=O)CCC(=O)OCc2ccc([N+](=O)[O-])cc2Cl)cc1	0.4	13	13	-0.9
COC(=O)c1ccc(NC(=O)CS(=O)(=O)Cc2ccccc2)cc1	-0.1	7	-3	2.5
O=c1c2c3c(sc2ncn1CCO)CC(NCCCc1ccccc1)CC3 (configuration not stated)	0.0	-5	-12	0.4
Cn1c(CCNC(=O)N2CCCC2)nnc1SCc1cccnc1	-0.1	2	-4	-0.4
COC(=O)CCS(=O)(=O)c1nc(-c2cccs2)cc(C(F)(F)F)n1	-0.1	-3	-11	-0.8
COc1cc(C(=O)Nc2cc([N+](=O)[O-])cc3oc(-c4ccccc4)cc23)cc(OC)c1OC	-0.3	-12	4	-0.9
O=C1OC(c2cccc(Cl)c2)=N/C1=C\c1ccc2c(c1)OCO2	0.7	20	-9	-0.6
CCOC(=O)c1ccc(NCc2ccccc2O)cc1	0.0	-8	-43	-0.3
Cc1c(C(=O)NCCCN2CCOCC2)oc2c1C(=O)CC(C)(C)C2	0.0	6	0	1.7
Clc1nccnc1N/N=C/c1ccc(Br)cc1	-0.3	12	-15	-5.7
c1ccc(C2(CNc3nc4nonc4nc3N3CCOCC3)CCOCC2)cc1	-0.2	8	-6	-2.0
COC(=O)COc1ccc(S(=O)(=O)Nc2cccc(C(C)=O)c2)cc1C	0.1	8	5	-1.4
NC(=O)COC(=O)C12CC3CC(CC(O)(C3)C1)C2	0.1	-3	8	1.7
COc1ccc(CC(=O)N2CCCC(c3[nH]ncc3-c3ccncc3)C2)cc1 (configuration not stated)	-0.1	-3	5	0.1
Oc1c(C(c2ccccc2Cl)N2CCC(O)CC2)sc2nc(-c3ccco3)nn12 (configuration not stated)	0.1	5	5	4.1

Other entries
structure	FBW7 act	MITF primary	TEAD-YAP block	GPR151 activ
Cc1cc(Cl)ccc1OC(C)C(=O)NCc1ccc2c(c1)OCO2 (configuration not stated)	0.0	-6	-6	-0.6
CC1CCC(NC(=O)c2ccc3c(=O)n(Cc4ccc(Cl)cc4)c(=S)[nH]c3c2)CC1 (configuration not stated)	0.3	9	-7	-0.7
Cc1cc(Cl)ccc1OC(C)C(=O)Nc1ccc(C)c([N+](=O)[O-])c1 (configuration not stated)	0.1	22	-7	1.7
NC(=O)c1ccc(NS(=O)(=O)c2ccc(Cl)cc2)cc1	1.2	3	-4	1.8
Cc1nc(SCC(=O)Nc2ccc3ccccc3c2)c2c3c(sc2n1)CCC3	0.0	-6	17	-0.6
CC(C)c1cc(I)ccc1NC(=O)CSc1ncn[nH]1	-0.1	3	0	0.9
COc1ccccc1NC(=O)CSc1n[nH]c(C)n1	0.2	-2	6	-1.9
Cc1cccc(NC(=O)C(=O)NCCCO)c1C	0.2	21	4	-0.4
Cc1sc2nc(C3CC3)n3c(=O)n(CC(=O)NCC4CC4)nc3c2c1C	-0.1	1	7	1.8
O=C(Oc1ccc(I)cc1)C1c2ccccc2Oc2ccccc21	0.0	-16	5	2.4
COCCN1C(=O)c2ccccc2C(C(=O)N2CCCC(C)C2)C1c1c[nH]c2ccccc12 (configuration not stated)	0.3	-1	6	-0.3
CSc1ccc(NC(=O)COc2ccc(F)cc2)cc1	0.0	6	-33	0.3
Cc1cccc(C)c1NC(=O)CSCc1c(Cl)cccc1Cl	-0.1	9	-1	1.2
O=C(O)C1=C(C(=O)N2CCN(Cc3ccccc3)CC2)CCCC1	-0.2	-6	7	1.4
CCC1=Nc2cc(C(=O)NCCCOC)ccc2Sc2ccccc21	-0.4	2	57*	0.6

4 compounds picked at random from those above, as already listed:
structure	FBW7 act	MITF primary	TEAD-YAP block	GPR151 activ
CCOC(=O)c1ccc(NCc2ccccc2O)cc1	0.0	-8	-43	-0.3
CSc1ccc(NC(=O)COc2ccc(F)cc2)cc1	0.0	6	-33	0.3
COc1ccc(-n2cnc3cc(C(=O)NCCC4=CCCCC4)ccc32)cc1	0.0	-3	1	-0.5
O=C(NCc1nnc2n1CCN(C(=O)c1cccc(-c3ccco3)c1)CC2)C1CC1	-0.1	-1	1	-0.2

Carrying on:
structure	FBW7 act	MITF primary	TEAD-YAP block	GPR151 activ
CCOC1=NOC2C3CCC(C3)C12 (configuration not stated)	0.1	15	1	-0.4
Cc1ccc(/C=C(\NC(=O)c2ccccc2)C(=O)NCCN2CCOCC2)o1	0.0	1	11	0.1
CCN(CC)C(=O)Cn1cc(C(=O)C(=O)NC(C)(C)Cc2ccccc2)c2ccccc21	0.3	1	-17	-2.1
CC(=O)Nc1ccc(Cc2nc3ccccc3[nH]2)cc1	0.0	16	-4	0.2
COc1ccc(S(=O)(=O)NCC2CCCN(Cc3[nH]c4ccccc4c3C)C2)cc1 (configuration not stated)	-0.1	-5	-3	3.8
O=C(Nc1ccccc1)c1cnc(NCc2ccc3c(c2)OCO3)s1	0.4	5	-17	0.3
CCOC(=O)C(CCCOc1ccc(F)cc1)C(=O)OCC	0.0	-4	0	-0.5
COc1cccc(CNC(=O)CSc2ccc(-c3cccnc3)nn2)c1	0.6	11	3	0.4
COc1cc2c(cc1OC)C(COc1ccccc1OC)N(C(C)=O)CC2 (configuration not stated)	0.0	8	-12	1.4
CC(NC(=O)COC(=O)c1ccc(=O)n(Cc2ccccc2)n1)C12CC3CC(CC(C3)C1)C2 (configuration not stated)	0.0	-3	-11	0.5
CCC/C(O)=C1\C(=O)CC(C)(C)CC1=Nc1ccc(OC)cc1OC	-0.1	17	55*	-0.3
Cc1cc(-c2cnc(N3CCCCC3)nc2C2CCNCC2)on1	-0.1	-11	-2	-0.5
O=C(Nc1nc(-c2nc3ccccc3s2)cs1)c1ccc2c(c1)OCCO2	0.1	-16	-52	-0.3
O=C(CN1CCN(Cc2ccccc2Cl)CC1)N/N=C\c1c(O)ccc2ccccc12	0.0	24	74*	1.9
COc1ccc(NC(=O)N2CCC3(CC2)OCc2ccccc2O3)cc1	0.2	23	-4	-1.0

Whole records as entered above. Values in the order: FBW7 act | MITF primary | TEAD-YAP block | GPR151 activ
Profile of `CCOC1=NOC2C3CCC(C3)C12` (configuration not stated) = 0.1 | 15 | 1 | -0.4
Profile of `COc1ccc(NC(=O)N2CCC3(CC2)OCc2ccccc2O3)cc1` = 0.2 | 23 | -4 | -1.0

Going on with the list.
structure	FBW7 act	MITF primary	TEAD-YAP block	GPR151 activ
COc1ccc(N2CC(=O)N/C2=N\c2nc(C)cc(C)n2)cc1OC	0.0	-13	8	0.9
Cc1cccc(NC(=O)CN2C(=O)CCc3ccccc32)n1	-0.1	6	2	0.2
CN(C)c1cc(Nc2ccc(Cl)cc2)c([N+](=O)[O-])c2nonc12	0.1	-6	3	4.7
CC(=O)Nc1c(C)cc(Cc2cc(C)c(NC(C)=O)c(C)c2)cc1C	0.1	9	0	-1.7
O=C(CC(=O)Nc1ccccc1)Nc1ccccc1	0.0	2	-11	-0.9
COc1ccc(C)cc1S(=O)(=O)NCC12CC3CC(CC(C3)C1)C2	-0.1	-3	14	-0.4
CCCc1c(C)nc2ccc(C)cc2c1SCCC(=O)O	-0.1	18	7	-0.1
C=CCn1c(COc2ccccc2Cl)nnc1SCC(=O)NC1CCCC1	0.5	19	4	-0.1
COc1ccccc1Nc1n[nH]c(=S)n1C(=O)c1cccs1	-0.1	-9	-29	-1.1
COC(=O)CN1C(=O)S/C(=C/c2ccc(OCC(=O)O)cc2)C1=O	-0.1	13	8	9.8*
COCCNC(=O)c1ccc(Cl)c(S(=O)(=O)Nc2cccc(C)c2)c1	-0.1	-15	-9	3.7
O=C(COc1ccccc1Br)Nn1c(SCc2ccc(F)cc2Cl)nc2ccsc2c1=O	0.0	0	-5	-0.9
COc1cc(NC(=O)C2CC(=O)NC3=C2C(=O)CCC3)cc(OC)c1 (configuration not stated)	0.1	1	-1	-0.4
COc1cccc(/C=N/NC(=O)c2ccc([N+](=O)[O-])cc2Cl)c1O	-0.7	41	14	-0.7
CC(C(=O)Nc1sc2c(c1C#N)CCCC2)N1C(=O)c2ccccc2C1=O (configuration not stated)	0.4	16	7	2.1

The results go on:
structure	FBW7 act	MITF primary	TEAD-YAP block	GPR151 activ
COCCNC(=O)CS(=O)Cc1nc(-c2cccc(C)c2)oc1C (configuration not stated)	-0.1	4	2	0.5
O=C(O)c1c(CNC2CCCC2)c2ccccc2n1Cc1ccccc1	-0.1	-8	17	1.0
Cc1c(NC(=O)C(C)Sc2nnnn2C)c(=O)n(-c2ccccc2)n1C (configuration not stated)	0.0	13	-10	0.9
COC(=O)c1c(NC(=O)c2cc3ccccc3oc2=O)sc2c1CCC(C)C2 (configuration not stated)	0.1	17	-3	-1.4
OC(CCl)CN1CCN(c2ccccc2F)CC1 (configuration not stated)	-0.1	-5	-11	1.5
Nc1cc(-c2ccc([N+](=O)[O-])cc2)no1	-0.1	2	-8	0.5
COc1ccc(C2CC(=O)C3=C(C2)NC(C)=C(C(=O)OCCOc2ccccc2)C3c2cccc(Br)c2)cc1 (configuration not stated)	0.4	-7	-3	0.5
CC(C)(C)c1[nH]nc2c1C1(C(=O)Nc3ccccc31)C(C#N)=C(N)O2 (configuration not stated)	1.0	8	11	-0.3
COc1ccc(O)c(/C=C2/SC(=S)N(C)C2=O)c1	0.2	8	4	0.4
CC[C@@H]1NC(=O)[C@H]2CN(C(=O)c3ccc(OC(F)(F)F)cc3)CCN2C1=O	-0.4	1	-5	4.8
